Screening data from PubChem BioAssay.
NPSR antag = antagonists of human neuropeptide S receptor cAMP signaling. CHO-NPSR cells, cAMP TR-FRET, antagonist mode. Potency, µM (top dose mostly 38.3 µM), for inactives: top-dose activity change, negative = inhibition, most hits filed as inhibitors. Q6W5P4. hit rate 1% among 220,000; note: potency is the fitted concentration of half-maximal effect; % is set by controls: 0 for no effect and ±100 for the full control effect; nearly all actives have a fitted effect of over 50% in size; many of its hits are not listed in these tables
Target sequence (Q6W5P4 whole entry, looked up): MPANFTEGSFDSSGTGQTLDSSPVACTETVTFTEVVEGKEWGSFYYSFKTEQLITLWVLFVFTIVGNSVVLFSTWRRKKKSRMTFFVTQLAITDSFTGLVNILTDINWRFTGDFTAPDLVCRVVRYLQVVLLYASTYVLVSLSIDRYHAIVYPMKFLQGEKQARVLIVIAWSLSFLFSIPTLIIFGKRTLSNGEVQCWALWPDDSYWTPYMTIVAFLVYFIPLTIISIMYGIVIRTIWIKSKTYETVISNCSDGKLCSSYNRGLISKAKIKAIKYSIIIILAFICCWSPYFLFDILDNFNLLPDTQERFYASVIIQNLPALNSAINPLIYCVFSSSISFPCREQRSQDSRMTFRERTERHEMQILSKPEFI
TR SRC2 fluor cs = Texas Red fluorescence interference in TRb-SRC2 counter-screen. TRb/SRC2 Texas Red total fluorescence interference. Potency, µM (series often up to 106 µM), for inactives: top-dose fluorescence change, negative = quenching. hit rate 0.29% among 280,000. AID 1479; active = well fitted curve in either direction with a large enough effect; inconclusive = small, poorly fitted or top-dose-only effect; note: potency is the fitted concentration of half-maximal effect; % is set by controls: 0 for no effect and ±100 for the full control effect
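Flags fluorescent or light-absorbing compounds by total fluorescence, S + 2P, at 555 nm excitation and 632 nm emission. Mixture: 20 nM Texas Red SRC2 peptide, 0.6 uM human TRb LBD, 1 uM T3, 5% DMSO; compound exposure 5 h at ambient temperature.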
Epigenetic reg = derepresses silenced GFP reporter in murine cells; murine LDR cells, GFP reporter derepression, 30 h; Potency, µM (top dose mostly 53.9 µM), inactives show at the top dose GFP activation, hits mostly activators; hit rate 0.2% among 280,000; note: potency is the fitted concentration of half-maximal effect; % of control where 0% means no effect; nearly all actives have a fitted effect of over 60% in size
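Murine LDR cells carrying a silenced, genomically integrated CMV-driven GFP reporter were exposed to compound for 30 hours at 37 C. After PBS washes, GFP-positive cells (20–120 um objects) were counted by laser-scanning microplate cytometry.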
Tau fibril FP = tau fibrillization inhibition (FP). K18 P301L tau heparin fibrillization, Alexa594 FP, 6 h. Potency, µM (titrated, usually from 57.7 µM), for the others: top-dose activity, negative = inhibition, most hits filed as inhibitors. hit rate 0.39% among 280,000. AID 1468; note: potency is the fitted concentration of half-maximal effect; % is set by controls: 0 for no effect and ±100 for the full control effect; nearly all actives have a fitted effect of over 55% in size
Target sequence (P10636 561-689 P618L limits assumed): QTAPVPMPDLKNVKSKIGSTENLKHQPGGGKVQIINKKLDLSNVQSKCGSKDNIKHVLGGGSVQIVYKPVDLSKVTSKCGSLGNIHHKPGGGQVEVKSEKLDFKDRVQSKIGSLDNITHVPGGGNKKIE
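Read-out: fluorescence polarization of Alexa 594-labeled tau (0.24 uM), 555 nm excitation, 632 nm emission. Mixtures held 15 uM unlabeled K18 P301L, compound and 20 uM heparin, pH 7 acetate buffer, incubated 6 hr at 37 C.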
CBFb RUNX1 block = blocks binding between human CBF-beta and RUNX1 | Q01196+Q13951 | AlphaScreen CBFb-His/RUNX1-biotin binding, biochemical | Potency, µM (series often up to 59.8 µM), for inactives: at the top dose activity, negative = inhibition, actives largely listed as inhibitors | 230,000 tested, under 10 active | AID 1477; note: % of control where 0% means no effect
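CBFb-His/RUNX1-biotin, 30 nM each, preincubated 20 min RT; compound 15 min RT; Ni + streptavidin beads 50 ng each, 90 min RT; AlphaScreen read.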
Tau fluor cs = counter-screen for tau fibril formation inhibitors; Potency, µM (highest dose often 57.7 µM), without a hit: top-dose activity change, negative = decrease; hit rate 0.93% among 280,000; tau K18 P301L Alexa594 fluorescence, heparin fibrillization; note: potency is the fitted concentration of half-maximal effect; % is set by controls: 0 for no effect and ±100 for the full control effect; nearly all actives have a fitted effect of over 55% in size
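Human tau K18 P301L (15 uM unlabeled, 0.24 uM Alexa 594-labeled) in 100 mM sodium acetate pH 7 with 20 uM heparin, 6 hr at 37 C. ThT 30 uM added, 1 hr ambient; Alexa 594 FP and total fluorescence read at 555/632 nm.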
TRb SRC2 PPI = disrupts binding of human TR beta to SRC2; TRbeta-SRC2 peptide binding, fluorescence polarization; receptor liganded with 1 µM T3; Potency, µM (top dose mostly 106 µM), for inactives: at the top dose activity change, negative = inhibition, hits mostly inhibitors; hit rate 0.065% among 280,000;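 note: potency is the fitted concentration of half-maximal effect; plate controls were bound peptide for no effect and peptide without receptor for full effect; nearly all actives have a fitted effect of over 50% in size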
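Human TRb LBD (0.6 uM) plus Texas Red-labeled SRC2 peptide (20 nM), 1uM T3, 5% DMSO, 5 hr at ambient temperature. Decreased polarization (555/632 nm) flags inhibition; data normalized to free and bound peptide controls.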
aGal spleen mod = inhibits or activates alpha-galactosidase in human spleen homogenate. human spleen homogenate, 4MU-alpha-Gal fluorescence, 40 min. Potency, µM (top dose mostly 80 µM), for the others: at the top dose activity change, negative = inhibition, hits mostly inhibitors. hit rate 0.008% among 240,000. AID 2107;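 note: potency is the fitted concentration of half-maximal effect; 0% = enzyme with vehicle and -100% = no enzyme basal signal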
Target sequence (P06280 32-429 limits assumed): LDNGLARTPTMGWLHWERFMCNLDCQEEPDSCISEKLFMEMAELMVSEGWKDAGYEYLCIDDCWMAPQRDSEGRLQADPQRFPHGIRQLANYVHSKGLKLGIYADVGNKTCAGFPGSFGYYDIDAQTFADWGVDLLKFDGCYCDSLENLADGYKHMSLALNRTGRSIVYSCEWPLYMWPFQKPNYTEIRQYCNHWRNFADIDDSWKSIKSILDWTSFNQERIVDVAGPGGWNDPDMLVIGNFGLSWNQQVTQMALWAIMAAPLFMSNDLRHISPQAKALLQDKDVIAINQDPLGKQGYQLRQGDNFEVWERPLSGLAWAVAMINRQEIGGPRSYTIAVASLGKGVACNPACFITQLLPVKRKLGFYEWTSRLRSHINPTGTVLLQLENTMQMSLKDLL
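Inhibition or activation of alpha-galactosidase in human spleen homogenate is scored by 4-MU fluorescence after 40 min at 37C, pH 5.0, with 1 mM substrate. AC50s come from concentration-response fitted to the Hill equation.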
The depositor's hits bear a star; ? = inconclusive; . = not tested or not shown; [ ] = remark or other dose. Unless noted, calls come from the whole dose curve; as a rule, active = well fitted curve in the direction sought with a large enough effect; inconclusive = small, poorly fitted or top-dose-only effect, or another doubt; inactive = no such curve, though single readings can be large; an effect the other way counts as inactive or inconclusive. These rows are one share of the data. The share of hits here may be higher or lower than overall.

SMILES | NPSR antag | TR SRC2 fluor cs | Epigenetic reg | Tau fibril FP | CBFb RUNX1 block | Tau fluor cs | TRb SRC2 PPI | aGal spleen mod
CC(=O)c1ccc(N2CCN(C(=O)CCc3nnc4n(C)c(=O)c5sccc5n34)CC2)cc1 | . | -2% | ? | -1% | . | -5% | 3% | .
CCCCCCOC(=O)/C=C/c1c(C)[nH]c(=O)[nH]c1=O | 10%[46.1 µM] | -4% | -3.3% | -6% | 9% | -8% | -8% | -3%
Cc1noc2ncnc(N3CCCC(C(=O)NC(C)C)C3)c12 (stereo not given) | . | -7% | -0.2% | -5% | . | -8% | 5% | .
CCOc1ccc(NC(=O)C2CC(=O)N(CC)C(=Nc3ccc4c(c3)OCO4)S2)cc1 (stereo not given) | -5%[46.1 µM] | -2% | 0.0% | -1% | 7% | ? | -13% | -12%
COc1ccc(CNC(=O)CNS(=O)(=O)c2ccc(Cl)cc2)cc1 | 9% | -2% | -1.3% | 4% | -4% | 0% | -3% | 2%
CC(C)(C)c1n[nH]c(=S)n(/N=C/c2cccs2)c1=O | -1% | -1% | -0.9% | -6% | -1% | 4% | -4% | -5%
CC(C)CNC(=O)c1cccc(NC(=O)C(C)C)c1 | 16% | -2% | -0.1% | 3% | 1% | 2% | -2% | -5%
C=CCn1c(C)cc(-c2csc(NC)n2)c1C | -55% | 6% | -0.4% | 4% | -29% | 5% | -3% | -4%
COc1ccc(CCNC(=O)c2cc(-c3ccc(C)cc3O)n[nH]2)cc1OC | -5%[46.1 µM] | 5% | -0.3% | 6% | -1% | -5% | -1% | 2%
Cc1ccc(OCC(=O)N/N=C\c2ccc(O)c([N+](=O)[O-])c2)c([N+](=O)[O-])c1 | -24% | 0% | -0.3% | 6% | -2% | -22% | -1% | 2%
O=C(O)C(Cc1ccccc1-c1ccccc1)C(=O)O | 5% | 1% | -0.6% | 11% | 8% | 10% | -1% | 3%
O=C(O)c1ccc2nc(CO)[nH]c2c1 | ? | 0% | -0.8% | 0% | -3% | -6% | 1% | -1%
Cc1ccccc1Cn1nc(C)c(NC(=O)c2nc3n(n2)C(C(F)F)CC(C)N3)c1C (stereo not given) | -8%[46.1 µM] | 3% | -2.1% | -2% | 7% | 8% | 7% | 2%
Cc1cc(C)n2cc(CSc3ncccc3C(=O)O)nc2n1 | -7%[7.67 µM] | -2% | 1.6% | -2% | 7% | -8% | -9% | 3%
O=C(Nc1ccc(Cl)cn1)C1CCCN1S(=O)(=O)c1ccccc1 (stereo not given) | -7%[46.1 µM] | -5% | 0.0% | -4% | 6% | -12% | 6% | -4%
Cc1cnc(NC(=O)CSc2nnc(N)s2)s1 | -11% | -1% | -4.3% | -1% | 3% | -12% | 6% | 7%
COc1ccc(-c2nc3n(n2)C(c2cccnc2)C(C(N)=O)=C(C)N3)cc1 (stereo not given) | 3%[46.1 µM] | 0% | -1.8% | -5% | 6% | -7% | 3% | -3%
O=C(O)C1CCc2sc3[nH]c(=S)n(-c4ccccc4)c(=O)c3c21 (stereo not given) | 11% | -7% | -1.0% | -3% | -6% | -19% | -2% | 7%
Cc1ccc(S(=O)(=O)NCCc2csc(-c3ccc(Cl)cc3)n2)cc1 | . | -4% | 0.0% | 2% | . | ? | 6% | .
CC(C)CC(=O)Nc1ccc(-c2nnn(CC(=O)NCc3ccco3)n2)cc1 | 4% | -2% | 4.8% | -1% | -4% | 6% | 5% | 2%
Cc1cccc(N2CCN(c3nc4ccccc4c(=O)n3-c3ccc(Cl)cc3)CC2)c1C | . | 0% | 1.1% | -11% | . | -10% | -3% | .
O=S(=O)(c1ccc2ccccc2c1)N(CC1CO1)c1ccccc1 (stereo not given) | 1% | -2% | 4.1% | 3% | 1% | 4% | -7% | -2%
CCN(CC)S(=O)(=O)c1cccc(NC(=O)COC(=O)/C=C/c2ccco2)c1 | -5% | -5% | 0.0% | 5% | 2% | -20% | -2% | 3%
CCN(CC)CCCNC(=O)N[C@@H](Cc1ccccc1)C(=O)O | 9%[46.1 µM] | 0% | 0.3% | -4% | -2% | 5% | -1% | -1%
COc1ccc(NC2C[C@H]3CCCC(=O)N4CC[C@@H](C2)[C@@H]34)cc1 (stereo not given in full) | . | 2% | -1.6% | 3%[81.3 µM] | -13%[89.1 µM] | -11%[81.3 µM] | 4% | 6%[119 µM]
CC1(C)CC(=O)C=C(N=CC2=C(O)CC(C)(C)CC2=O)C1 | -30%[46.1 µM] | 2% | 0.0% | -18% | 3% | -3% | -19% | -1%
COc1ccc(-c2noc(CCC(=O)Nc3nc4ccccc4s3)n2)cc1 | 0%[46.1 µM] | -4% | 0.8% | -24% | 1% | -10% | -3% | -2%
CCN(c1ccc2c(c1)OCO2)S(=O)(=O)c1cc(Br)cc2c1N(C(C)=O)CC2 | ? | 3% | -0.9% | 4% | -1% | -8% | -12% | 7%
COc1ccc(-c2nnc3ccc(SCc4ccccc4)nn23)cc1 | 55% | 6% | ? | -6% | 3% | -1% | 8% | -2%
Nc1cccc(-c2cc3ccccc3oc2=O)c1 | -8% | -1% | 0.0% | 8% | 1% | -13% | -5% | 5%

Reprinted from the results shown for reference:
SMILES | NPSR antag | TR SRC2 fluor cs | Epigenetic reg | Tau fibril FP | CBFb RUNX1 block | Tau fluor cs | TRb SRC2 PPI | aGal spleen mod
COc1ccc(-c2nnc3ccc(SCc4ccccc4)nn23)cc1 | 55% | 6% | ? | -6% | 3% | -1% | 8% | -2%
Nc1cccc(-c2cc3ccccc3oc2=O)c1 | -8% | -1% | 0.0% | 8% | 1% | -13% | -5% | 5%

Continuation.
SMILES | NPSR antag | TR SRC2 fluor cs | Epigenetic reg | Tau fibril FP | CBFb RUNX1 block | Tau fluor cs | TRb SRC2 PPI | aGal spleen mod
CC(C)n1c(/N=C/c2c[nH]c3ccccc23)nc2ccccc21 | ? | -2% | 0.3% | ? | -7% | ? | -6% | 6%
O=C(CSCCO)Nc1ccc(C23CC4CC(CC(C4)C2)C3)cc1 | 10%[46.1 µM] | -4% | 1.4% | -13% | 3% | -23% | 4% | -1%
O=C(O)CNc1nc(Cl)ccc1[N+](=O)[O-] | -6%[46.1 µM] | -2% | 1.1% | -1% | 0% | -8% | 4% | 1%
COC(=O)c1sc(NC(=S)NC(=O)c2cccc(C)c2)nc1C | -26% | -1%[53 µM] | 1.3% | 7% | -7% | 3% | 3%[53 µM] | -8%
Cc1onc(-c2ccccc2Cl)c1-c1nc(-c2ccncc2)no1 | -16%[46.1 µM] | -5% | 6.4% | ? | -4% | -26% | 1% | -11%
O=C(CN1C(=O)S/C(=C/c2cccs2)C1=O)N1CCOCC1 | -4%[46.1 µM] | 0% | 1.5% | -1% | -2% | -7% | 6% | -2%
COCCNC(=O)c1csc2c1CCCC2 | 5%[46.1 µM] | -1% | -0.9% | 3% | 3% | -2% | -14% | -3%
C=CCNC(=O)c1ccccc1NC(=O)c1cccc2ccccc12 | -6%[46.1 µM] | 0% | -1.0% | -3% | 5% | -19% | -2% | 2%
Cc1ccc(NC2=C(N3CCOCC3)C(=O)c3ccccc3C2=O)cc1 | 4%[46.1 µM] | -1% | -4.6% | ? | -2% | ? | 10% | 0%
Cc1ccc(C)c(NC(=O)CS(=O)(=O)c2c[nH]c3ccccc23)c1 | -9%[46.1 µM] | -2% | -1.0% | -1% | 3% | -9% | -10% | 1%
COc1ccc(OC)c(NC(=O)N2CCC(N3CCN(Cc4ccc(F)cc4)C(=O)C3=O)CC2)c1 | . | -2% | -3.0% | 19% | . | 3% | 1% | .
Cc1cc(C(=O)NCC(c2ccco2)N(C)C)no1 (stereo not given) | -5%[46.1 µM] | -2% | 0.9% | 9% | 6% | 3% | -8% | 3%
O=C(O)c1ccc(-n2c(-c3ccccc3)n[nH]c2=S)cc1 | 13%[46.1 µM] | -2% | -2.9% | 2% | -6% | 4% | -8% | 9%
C/C(=N\NC(=S)NCCc1ccccc1)c1ccc(Cl)cc1 | -37% | 2%[53 µM] | -1.3% | -4% | -5% | 2% | 4%[53 µM] | 9%
O=C(c1ccc2nc3ccc(Cl)cc3c(=O)n2c1)N1CCOCC1 | -7%[46.1 µM] | -1% | 1.1% | 2% | 7% | -11% | -16% | 10%
C/C(CC(=O)NC(C)C)=N\NC(=O)COc1cc(C)c(Br)cc1Br | 22% | 3% | -1.1% | 6% | 2% | -2% | -2% | 9%
Cc1cc(S(=O)(=O)NC(C)C)ccc1OCC(=O)Nc1ccc2c(c1)OCCO2 | -9% | 1% | 3.9% | 4% | 1% | -17% | 1% | -8%
CN1C(=O)C2C(c3ccc(N(C)C)cc3)NN(Cc3ccccc3)C2C1=O (stereo not given) | -32% | 1% | 0.1% | 6% | -18% | -26% | -1% | -7%
COc1ccc(N2CCN(CC(O)COc3c(OC)cccc3OC)CC2)cc1 (stereo not given) | . | -3% | 1.4% | 11% | . | -10% | 9% | .
COCCNC(=S)NNC(=O)CSCc1ccc(Cl)cc1Cl | -6% | -6% | -0.1% | 6% | 4% | -2% | 0% | -11%
O=C1c2ccccc2NC(c2ccc(-c3ccc(Br)cc3)o2)N1O (stereo not given) | 27%[46.1 µM] | 0% | -1.1% | 0% | -8% | ? | 4% | -4%
Cc1cc2ccccc2c(=O)n1CC(=O)Nc1ccc2c(c1)OCCO2 | 8%[46.1 µM] | -4% | 0.0% | -6% | 3% | -7% | -2% | 2%
CC1CCCC(NC(=O)CN(C)S(=O)(=O)c2cccc3cccnc23)C1C (stereo not given) | -6%[46.1 µM] | -1% | 0.0% | 2% | 3% | -9% | -2% | 2%
COc1ccc(-c2cc(C(=O)Nc3cccnc3)no2)cc1OC | . | 0% | -0.7% | -12% | . | -6% | -1% | .
Cc1ccc(OCCn2c(=S)[nH]c3c(N)ncnc32)cc1 | -17% | -1% | -7.4% | 9% | -9% | -21% | 0% | 5%
COc1cc(/C=C/c2sc3ccccc3[n+]2CCCS(=O)(=O)[O-])ccc1O | -47% | 1% | 3.2% | 5% | 3% | -1% | 8% | -4%
